High-throughput results as filed in PubChem BioAssay.
RAD52 inh: RAD52 (human) annealing inhibition. recombinant RAD52 DNA annealing, FRET fluorescence. inhibition, % at 18.7 µM. 0.46% of 360,000 active. AID 651710;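 active = every replicate showing at least 50% inhibition; inconclusive = mean inhibition at least 50% but not in every replicate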
E-selectin induc: E-selectin induction on HUVECs; P16581; HUVEC E-selectin immunofluorescence imaging; normalized: neutral wells 0, TNF-alpha wells 100; activation, % at 7.58 µM; 0.37% of 260,000 active;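 active = mean E-selectin-positive cell signal at least 10% of the positive control, reached in at least 60% of replicates, without over 20% cell loss; inconclusive = no rule given, readout overlaps actives, possibly toxicity-flagged; inactive = the rest, including those meeting only one limit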;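 note: in these data hits start at about 27%; measured in HUVEC primary endothelial cells; signal is the percent of cells scored E-selectin positive by PE staining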
Target sequence (P16581 whole entry, looked up): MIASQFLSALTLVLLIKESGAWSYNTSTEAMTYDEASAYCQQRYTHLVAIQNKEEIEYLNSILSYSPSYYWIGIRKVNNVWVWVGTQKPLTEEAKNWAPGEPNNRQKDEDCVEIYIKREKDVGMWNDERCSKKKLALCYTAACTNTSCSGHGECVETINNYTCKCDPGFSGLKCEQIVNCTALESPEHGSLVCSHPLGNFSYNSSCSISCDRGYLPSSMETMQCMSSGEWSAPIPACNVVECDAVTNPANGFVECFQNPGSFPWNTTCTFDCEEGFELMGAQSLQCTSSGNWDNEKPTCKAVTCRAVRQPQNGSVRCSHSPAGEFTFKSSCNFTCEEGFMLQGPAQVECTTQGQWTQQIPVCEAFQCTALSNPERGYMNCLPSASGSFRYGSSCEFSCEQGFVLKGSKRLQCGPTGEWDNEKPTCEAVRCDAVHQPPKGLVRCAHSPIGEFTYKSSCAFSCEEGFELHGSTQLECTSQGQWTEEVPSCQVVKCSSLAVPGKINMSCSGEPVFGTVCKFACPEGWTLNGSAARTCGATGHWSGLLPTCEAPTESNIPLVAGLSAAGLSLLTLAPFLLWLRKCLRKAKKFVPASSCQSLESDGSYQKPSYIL
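Assay system: HUVEC, human umbilical vein endothelial cells / Amount: 3,000 HUVEC/well / Controls: TNF-alpha positive control, DMSO neutral control / Compound dosing: single concentration / Medium: EGM-2 over gelatin coat / Evaluation: percent E-selectin-positive cells / Signal: immunofluorescence imaging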
Casp6 inh: blocks human caspase-6 cleavage activity | inhibition, % at 12.5 µM | purified caspase-6, Z-VEID-R110 cleavage fluorescence | 0.53% of 350,000 active | P55212 | AID 686996;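 active = mean inhibition across replicates at least about 35%, with every replicate also reaching that limit, limit read from the data; inconclusive = only one of the two criteria met; inactive = neither criterion met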;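 note: 0% = median of neutral control wells and 100% = no fluorescence left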
ARNT-TACC3 inh: ARNT/TACC3 interaction disruption. AID 623870. AlphaScreen His-ARNT PAS-B/GST-TACC3 binding, luminescence; TACC3 fragment carries E629A point mutation. Q9Y6A5. inhibition, % at 9.99 µM. 0.66% of 390,000 active;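 active = mean inhibition of replicates at least 50% and at least half of replicates each reaching 50%; inconclusive = half or more replicates reach 50% but mean below 50%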;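 note: 0% = complete ARNT plus TACC3 wells and 100% = ARNT alone without TACC3; many hits fall short of the cut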
PglD inh: inhibitors of Campylobacter jejuni PglD acetyltransferase. purified PglD enzyme, DTNB colorimetric CoA detection. inhibition, % at 12.5 µM. 0.098% of 360,000 active; in the data active = inhibition above about 16%, passing the limit was not always enough; inconclusive = no clear call, values can overlap the other calls; note: strong numbers were not always called active
esBAF inh: blocks esBAF chromatin remodeling in mouse ES cells. Bmi1-luciferase knock-in reporter, 24 h; 100% = twice the neutral-well signal. 2% of 350,000 active. AID 602393. reporter increase, % at 12.5 µM; in the data active = activation above about 40%; inconclusive = no clear call, values can overlap the other calls;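 note: 0% = median of the plate's neutral control wells and 100% = double that signal; a rise in the Bmi1 reporter signal indicates esBAF inhibition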
RAD54 inh: RAD54 (human) branch migration inhibition. Q92698. 0.14% of 360,000 active. inhibition, % at 10.4 µM. RAD54 Holliday junction branch migration, FAM/BHQ fluorescence. AID 602329;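 active = mean normalized replicate activity at least 40 and at least half of replicates scoring 40 or more; inconclusive = only one of the two criteria met; inactive = mean below 40 and under half of replicates reaching 40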;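 note: 0% = median of neutral control wells and 100% = median of positive control wells; inhibitors cause a drop in the FAM fluorescence signal; in these data hits start at about 50%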
ERp5 inh: ERp5 (human) disulfide isomerase inhibition. Q15084. ERp5 insulin aggregation, absorbance 650 nm, 90 min. inhibition, % at 9.99 µM. 0.05% of 350,000 active. AID 651711;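 active = mean replicate inhibition above about 25%, with every replicate also reaching it, limit read from the data, passing the limit was not always enough; inconclusive = only one of those two criteria met; inactive = neither criterion met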
Target sequence (Q15084 whole entry, looked up): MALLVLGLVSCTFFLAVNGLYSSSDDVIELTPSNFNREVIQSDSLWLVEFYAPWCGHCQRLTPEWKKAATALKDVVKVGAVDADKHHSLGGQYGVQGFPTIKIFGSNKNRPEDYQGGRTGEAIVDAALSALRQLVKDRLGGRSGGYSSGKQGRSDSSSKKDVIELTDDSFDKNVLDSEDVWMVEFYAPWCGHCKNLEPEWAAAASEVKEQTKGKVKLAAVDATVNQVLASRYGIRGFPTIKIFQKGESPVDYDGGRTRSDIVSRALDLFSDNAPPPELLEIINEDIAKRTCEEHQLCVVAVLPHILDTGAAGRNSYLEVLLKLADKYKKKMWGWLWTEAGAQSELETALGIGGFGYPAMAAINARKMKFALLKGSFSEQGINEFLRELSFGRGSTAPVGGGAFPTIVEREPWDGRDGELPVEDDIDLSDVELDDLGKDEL
Numbers without * were called inactive. Compounds as they come (roughly 3.2% active in at least one column).

What do the screens show for `O=C(C[C@H]1CC[C@@H]2[C@H](COC[C@H](O)CN2Cc2ccccc2F)O1)N[C@H]1CCN(Cc2ccccc2)C1`?
RAD52 inh: 0; E-selectin induc: 0.0; Casp6 inh: 0; ARNT-TACC3 inh: 1; PglD inh: -2; esBAF inh: -2; RAD54 inh: -7; ERp5 inh: -4

How did Cc1cccc(OCC(=O)N(C)CC(=O)Nc2cccc(F)c2)c1C do in these assays?
RAD52 inh: -8; E-selectin induc: 0.0; Casp6 inh: -22; ARNT-TACC3 inh: 6; PglD inh: 0; esBAF inh: -4; RAD54 inh: 14; ERp5 inh: -2

Results for CC=Cc1ccc2n(c1=O)C[C@H]1[C@H](CO)[C@@H](C(=O)NC3CCC3)N(CCC(F)(F)F)[C@@H]21 (mixture of isomers) ?
RAD52 inh: -9; E-selectin induc: -0.6; Casp6 inh: -1; ERp5 inh: -3

How did O=C([C@H]1[C@H](CO)[C@H]2Cn3c(ccc(C4=CCCCC4)c3=O)[C@@H]1N2Cc1nccs1)N1CCOCC1 do in these assays?
RAD52 inh: 2; E-selectin induc: 0.0; Casp6 inh: 2; ARNT-TACC3 inh: -1; PglD inh: 4; esBAF inh: -16; RAD54 inh: -25; ERp5 inh: -6

Results for CC(C)N(C(=O)COC(=O)c1cccnc1Cl)c1ccccc1 ?
RAD52 inh: 5; E-selectin induc: 0.1; Casp6 inh: 0; ARNT-TACC3 inh: -5; PglD inh: 5; esBAF inh: 3; RAD54 inh: 8; ERp5 inh: 14

Results for COc1cc(COc2ccc3c(C)c(Cc4ccccc4)c(=O)oc3c2)cc(OC)c1OC ?
RAD52 inh: 0; Casp6 inh: -1; ARNT-TACC3 inh: -16; PglD inh: 3; esBAF inh: -2; RAD54 inh: 7; ERp5 inh: 8

Results for CC(=O)Nc1ccc(N2CCOCC2)c(S(=O)(=O)Nc2ccccc2Cl)c1 ?
RAD52 inh: -41; E-selectin induc: 0.0; Casp6 inh: 2; PglD inh: -3; esBAF inh: -1; RAD54 inh: -10; ERp5 inh: 5

Results for CSc1ccccc1NC(=O)CN(C)CC(=O)Nc1c(F)cccc1F ?
E-selectin induc: -0.2; ARNT-TACC3 inh: -8; PglD inh: -6; RAD54 inh: -5

What do the screens show for `Cc1ccc(SCC(=O)NNC(=O)CCS(=O)(=O)c2ccccc2)cc1`?
RAD52 inh: -14; E-selectin induc: 7.6; Casp6 inh: 1; ARNT-TACC3 inh: 4; PglD inh: -1; esBAF inh: -5; RAD54 inh: -10; ERp5 inh: -8

Results for COc1ccc(NC(=O)NN2CCOCC2)cc1OC ?
RAD52 inh: -1; E-selectin induc: 5.7; Casp6 inh: -3; ARNT-TACC3 inh: -3; PglD inh: 0; RAD54 inh: -13; ERp5 inh: -1

How did COc1cc(OC)cc(C(=O)Nc2ncn[nH]2)c1 do in these assays?
RAD52 inh: -13; E-selectin induc: 1.4; Casp6 inh: 2; ARNT-TACC3 inh: -2; PglD inh: 2; esBAF inh: -2; RAD54 inh: -5; ERp5 inh: inconclusive

What do the screens show for `CC(O)[C@H]1CC[C@H]2[C@@H]3CC[C@H]4C[C@H](O)CC[C@]4(C)[C@H]3[C@H](O)C[C@]12C` (stereo not given in full)?
RAD52 inh: -36; Casp6 inh: 0; ARNT-TACC3 inh: 3; PglD inh: -1; esBAF inh: -2; RAD54 inh: -5; ERp5 inh: -3

Results for CCC(=O)N1[C@H](CO)[C@H](c2ccc(-c3ccccc3OC)cc2)[C@@H]1CNC(C)=O ?
RAD52 inh: -30; E-selectin induc: 0.1; Casp6 inh: 3; ERp5 inh: -4

How did NS(=O)(=O)c1cccn1-c1ncc(C(F)(F)F)cc1Cl do in these assays?
ARNT-TACC3 inh: -17; PglD inh: -2; esBAF inh: -8; RAD54 inh: 9

How did CCCNC(=O)C[C@@H]1CC[C@H]2[C@@H](COC[C@@H](O)CN2CC2CCCCC2)O1 do in these assays?
RAD52 inh: -4; E-selectin induc: -0.1; Casp6 inh: 2; ARNT-TACC3 inh: 0; PglD inh: 1; esBAF inh: -1; RAD54 inh: -10; ERp5 inh: -1

What do the screens show for `CC(C)C[C@H](NC(=O)c1[nH]cnc1C(=O)Nc1ccc(Cl)cc1)C(=O)OC(C)(C)C`?
RAD52 inh: -17; E-selectin induc: 0.1; Casp6 inh: -2; ARNT-TACC3 inh: -1; PglD inh: 4; esBAF inh: -3; RAD54 inh: 11; ERp5 inh: -5

How did CC(=O)Nc1ccc(C(=O)CS(=O)(=O)c2ccc(C)cc2)cc1 do in these assays?
ARNT-TACC3 inh: 4; PglD inh: -7; esBAF inh: -2; RAD54 inh: 1

How did COc1ccc(OC)c(NC(=O)CCN2CC(C)OC(C)C2)c1 (stereo not given) do in these assays?
ARNT-TACC3 inh: -3; PglD inh: -5; esBAF inh: -3; RAD54 inh: -12

Results for C=CCSC1=Nc2cc(OC)c(OC)cc2C2=NC(=O)CN12 ?
RAD52 inh: -17; E-selectin induc: 1.8; Casp6 inh: 1; ARNT-TACC3 inh: 15; PglD inh: 2; RAD54 inh: 0; ERp5 inh: 4

Results for COCC#Cc1ccc([C@H]2[C@@H](CO)N3C(=O)CN(C(=O)C4CCC4)C[C@@H]23)cc1 ?
RAD52 inh: 4; E-selectin induc: 0.1; Casp6 inh: -2; ERp5 inh: 2

How did O=C(O)c1csc(N/N=C/c2ccc(Br)cc2)n1 do in these assays?
RAD52 inh: -27; E-selectin induc: 6.2; Casp6 inh: 17; ARNT-TACC3 inh: 1; ERp5 inh: -3

Results for COc1cc(C(=O)Nc2ccc(Cl)c([N+](=O)[O-])c2)cc(OC)c1OC ?
RAD52 inh: -8; Casp6 inh: -3; ARNT-TACC3 inh: 8; ERp5 inh: -10

Results for O=C(c1ccncc1)N1CC2(C1)[C@@H](c1ccccc1)[C@@H](CO)N2Cc1ccccn1 ?
RAD52 inh: -19; E-selectin induc: 0.2; Casp6 inh: 1; ERp5 inh: 10

What do the screens show for `CC(=O)Nc1cc(-c2ccc(N(C)C)cc2)cn2c(-c3ccc(F)c(Cl)c3)cnc12`?
RAD52 inh: -104; E-selectin induc: 0.5; Casp6 inh: -3; PglD inh: -3; esBAF inh: 9; RAD54 inh: -5; ERp5 inh: -2

Results for CCC(C)(C)NC(=O)COc1ccc(OCc2ccccc2)cc1 ?
RAD52 inh: -2; Casp6 inh: 0; ARNT-TACC3 inh: -4; ERp5 inh: -2

How did CCN1C(=O)C(CC(=O)Nc2ccc(F)cc2)N(Cc2ccc3c(c2)OCO3)C1=S (stereo not given) do in these assays?
RAD52 inh: -12; E-selectin induc: -0.1; Casp6 inh: -1; ARNT-TACC3 inh: -16; PglD inh: -5; esBAF inh: 0; RAD54 inh: -9; ERp5 inh: -1

What do the screens show for `[O-][n+]1c2ccccc2c2n1CCN=C2c1ccc(Cl)cc1`?
RAD52 inh: -12; E-selectin induc: inconclusive; Casp6 inh: 2; ARNT-TACC3 inh: -1; PglD inh: 1; esBAF inh: 30; RAD54 inh: 3; ERp5 inh: 2

Results for CCN1CCN(CC(=O)Nc2ccc(Cl)c(S(=O)(=O)N(C)C)c2)CC1 ?
RAD52 inh: 0; E-selectin induc: -0.3; Casp6 inh: -1; ARNT-TACC3 inh: 2; ERp5 inh: -5

How did COCCN(C(C)=O)c1nnc(-c2ccccn2)s1 do in these assays?
ARNT-TACC3 inh: 21; PglD inh: 8; esBAF inh: 9; RAD54 inh: 6

What do the screens show for `O=C1CC(C(=O)Nc2nccs2)C(c2ccccc2)O1` (stereo not given)?
ARNT-TACC3 inh: 0; PglD inh: -2; esBAF inh: -1; RAD54 inh: 2

How did CCCN1CCN(C(=O)c2ccc(-c3ccc([N+](=O)[O-])cc3)o2)CC1 do in these assays?
RAD52 inh: -1; Casp6 inh: 6; ARNT-TACC3 inh: 3; PglD inh: 1; esBAF inh: 5; RAD54 inh: 7; ERp5 inh: -1

How did CNC(=S)N(Cc1cc2cc(OC)c(OC)cc2[nH]c1=O)C1CCCC1 do in these assays?
RAD52 inh: -9; E-selectin induc: -2.5; Casp6 inh: 1; ARNT-TACC3 inh: 1; ERp5 inh: 5

Results for CCc1cccc(-n2c(SCC(=O)c3c(N)n(C4CC4)c(=O)[nH]c3=O)nnc2N2CCOCC2)c1 ?
RAD52 inh: -1; E-selectin induc: -0.4; Casp6 inh: -12; ARNT-TACC3 inh: -2; PglD inh: -1; esBAF inh: -8; RAD54 inh: 7; ERp5 inh: -4

How did COc1cccc2c1OC1(C)CC2NC(=O)N1c1cccc(C(=O)N2CCN(c3ccccc3)CC2)c1 (stereo not given) do in these assays?
RAD52 inh: -4; E-selectin induc: -0.2; Casp6 inh: 4; PglD inh: -8; esBAF inh: -4; RAD54 inh: -3; ERp5 inh: 3

What do the screens show for `CCn1c(SCc2nc3sc(C(=O)O)c(C)c3c(=O)[nH]2)nc2ccccc21`?
ARNT-TACC3 inh: 1; PglD inh: 28*; esBAF inh: -2; RAD54 inh: -3

How did Cc1cc(OCC(=O)NC(C)c2ccccc2)ccc1[N+](=O)[O-] (stereo not given) do in these assays?
RAD52 inh: -12; E-selectin induc: 3.0; Casp6 inh: 3; ARNT-TACC3 inh: -1; ERp5 inh: 3

What do the screens show for `O=C(CN1CCN(S(=O)(=O)c2ccc(Cl)s2)CC1)N1CCOCC1`?
RAD52 inh: -16; E-selectin induc: -0.1; Casp6 inh: 0; ARNT-TACC3 inh: -6; PglD inh: -4; RAD54 inh: -9; ERp5 inh: 3

Results for Cc1nnc(SCCC(=O)Nc2nc(-c3ccccc3)ns2)s1 ?
ARNT-TACC3 inh: -1; PglD inh: -2; esBAF inh: 12; RAD54 inh: -12

How did Cc1ccccc1Nc1nc(N)nc(COC(=O)[C@@H](NC(=O)c2ccco2)C(C)C)n1 do in these assays?
RAD52 inh: -28; E-selectin induc: 0.3; Casp6 inh: 1; ARNT-TACC3 inh: 7; ERp5 inh: -4

What do the screens show for `COc1ccc2c(c1)c(=O)oc1cc(OCC(=O)NC3CC3)ccc12`?
ARNT-TACC3 inh: -7; PglD inh: -3; esBAF inh: -9; RAD54 inh: 10

How did Cc1cc(O)c(C(C)C)cc1NC(=O)Nc1cccc2ccccc12 do in these assays?
RAD52 inh: -9; E-selectin induc: 12; Casp6 inh: -2; ARNT-TACC3 inh: -3; PglD inh: -5; esBAF inh: 1; RAD54 inh: -3; ERp5 inh: -1

What do the screens show for `N#CC1=C(S)N(c2ccccc2)C(c2ccc(-c3cc(Cl)ccc3Cl)o2)NC1=O` (stereo not given)?
RAD52 inh: -19; Casp6 inh: 2; ARNT-TACC3 inh: 14; ERp5 inh: -9

What do the screens show for `O=C(c1ccc(F)cc1)N1CC[C@@H]2[C@H]1c1cc(C3=CCCCC3)ccc1N[C@@H]2CO`?
E-selectin induc: 0.5; ARNT-TACC3 inh: 1; PglD inh: 0; esBAF inh: -9; RAD54 inh: 6

Results for Cc1cc(C(=O)N2CCN(c3ccc(C(F)(F)F)cn3)CC2)c(C)o1 ?
RAD52 inh: -23; E-selectin induc: 0.1; Casp6 inh: 2; ARNT-TACC3 inh: 2; PglD inh: 4; esBAF inh: 6; RAD54 inh: -4; ERp5 inh: -6

Results for CCCC(=O)OC[C@H]1CN(C2CCCC2)S(=O)(=O)c2c(F)cccc2O1 ?
RAD52 inh: 2; E-selectin induc: -0.1; Casp6 inh: 3; ERp5 inh: 0

What do the screens show for `O=C(CCN1C(=O)C2C3CC(C(Br)C3Br)C2C1=O)OCC(=O)c1ccccc1` (stereo not given)?
RAD52 inh: -13; Casp6 inh: 2; ARNT-TACC3 inh: -6; ERp5 inh: -2
